# NCI-60 one-dose screen, 48 h, at 10 µM unless noted. Numbers give growth in % (100 = growth as untreated, 0 = no growth, -100 = all killed).
# TK-10: TK-10 renal cancer cells; 81,000 tested, 3.9% active
# CAKI-1: CAKI-1 renal cancer; 75,000 tested, 4.7% active
# 786-0: 786-0 renal cancer cells; 81,000 tested, 5.1% active
# ACHN: ACHN renal cancer. 81,000 tested, 4.9% active
# SN12C: SN12C renal cancer cells; AID 1794767; 81,000 tested, 3.8% active
# RXF 393: RXF 393 renal cancer cells | 77,000 tested, 6.9% active
# A498: A498 renal cancer cells. 76,000 tested, 5.4% active. AID 1794774
# UO-31: UO-31 renal cancer | 81,000 tested, 5.2% active
# PC-3: PC-3 prostate cancer cells; 80,000 tested, 3.9% active; AID 1794754
# Active calls of the source: *; . = not tested or not shown; & = joins results of further samples. The calls were made as follows: active = growth percent below 10; inactive = the rest.
SMILES,TK-10,CAKI-1,786-0,ACHN,SN12C,RXF 393,A498,UO-31,PC-3
CCCCOCCOCCOC(=O)Cc1ccc(OC)c(OC)c1,96,.,103,104,102,114,86,88,95
N=C1C(c2nc(-c3ccc(Cl)cc3)cs2)=C(O)CN1NC(=O)c1ccc2c(c1)OCO2,138,98,107,102,94,101,110,91,89
C#CCOc1ccccc1C(OC(=O)c1ccc(Cl)cc1Cl)C(=O)NC(C)(C)C(C)(C)C (configuration not stated),84,60,81,89,96,68,86,65,60
COc1ccc(C(=O)c2sc(Nc3cccc(F)c3)nc2N)cc1,108,97,100,99,96,113,86,90,94
Cc1nc2c(cnn2-c2ccccc2)c(=O)n1-c1ccc(NCC(=O)c2ccc(Cl)cc2)cc1,86,73,69,71,66,84,87,.,62
CC1CC=CCC1C1OCC(C)(C)CO1 (configuration not stated),111,106,98,106,103,103,103,98,95
CCCC(=O)Oc1ccc2c(c1)Oc1cc(OC(=O)CCC)ccc1C21OC(=O)c2ccccc21,103,.,110,98,102,114,93,73,88
C=CCC(CC)(C(=O)Nc1ccc2nc(C)cc(N)c2c1)C(=O)Nc1ccc2nc(C)cc(N)c2c1,94,91,102,101,104,107,78,85,94
O=C(NNC(=O)c1cccc2ccccc12)c1cccc(Br)c1,111,112,100,111,96,120,110,104,93
CCCCCN(CCCCC)C(=O)C(C)O (configuration not stated),97,108,108,111,109,112,82,95,100
CC(=O)OCC(=O)C1(O)CCC2C3CCC4C(OC(C)=O)C(=O)CCC4(C)C3C(=O)CC21C (configuration not stated),110,100,106,110,97,115,87,83,91
Nc1c(C(=O)Nc2ccccc2)n(CCCc2ccccc2)c2nc3c(cc12)CCCC3,115,.,99,.,95,95,81,68,87
Fc1cc(-c2nnc(Nc3ccc(Br)cc3)o2)cc(F)c1F,121,91,110,108,91,106,131,79,113
COc1ccc(/C=C2\Oc3cc(OCCCCCN4CCCCC4)ccc3C2=O)cc1OC,82,94,84,100,86,76,.,74,79
C=C(C)[C@@H]1CC[C@]2(C)[C@H](CC=C3[C@@H]4CC(C)(C)CC[C@]4(C(=O)NCC#CCN4CCN(C)CC4)CC[C@]32C)[C@@]1(C)CCC#N,84,31,52,79,76,54,84,60,37
Nc1nnc(-c2cncc(Br)c2)c(-c2c[nH]c3ccc(Cl)cc23)n1,111,59,74,66,83,64,112,41,90
CC1(C)Oc2cc3oc(=O)ccc3cc2C[C@@H]1OCCNc1nnc(-c2ccccc2)s1,98,80,96,97,86,94,72,76,85
N#CC(c1cccc([N+](=O)[O-])c1)C(CC(=O)c1ccccc1)c1ccccc1 (configuration not stated),82,74,98,97,91,71,.,66,72
Cc1cc(C)c(CCc2cc(C)c(C)cc2C)cc1C,117,94,108,112,107,117,99,92,106
O=[N+]([O-])c1ccc(Cl)nc1,100,102,99,110,100,106,106,92,96
COc1ccc(C(=O)O/N=C(\Cn2ccnc2)c2ccc(Cl)cc2)cc1,98,107,99,109,90,109,90,89,91
CCOC(=O)C1=C(c2ccccc2)N=C2SC=C(c3cccc([N+](=O)[O-])c3)N2C1c1ccc(Br)cc1 (configuration not stated),99,69,82,86,83,53,.,67,35
O=C(NCc1ccccc1)C(c1ccc(OCCBr)cc1)N(C(=O)CCc1ccccc1)C1CC1 (configuration not stated),98,86,94,94,.,90,67,62,78
COc1cc2c(cc1O)CC[C@@H]1[C@@H]2CC[C@]2(C)[C@@H](OCCCN(C)C)CC[C@@H]12,-6.7*,11,-84*,-63*,.,-88*,-54*,-80*,-19*
CCC(=O)Cc1ccncc1,89,98,100,99,117,104,90,89,95
COc1ccccc1C(CNc1oc(-c2cccs2)nc1C#N)N(C)C (configuration not stated),100,.,94,94,100,116,97,81,93
O=S(=O)(c1cc(Br)ccc1O)c1cc(Br)ccc1O,85,80,89,95,89,97,75,81,67
N#C/C(=C/N1C(=O)/C(=C/c2ccc([N+](=O)[O-])cc2)SC1=S)c1nc2ccccc2s1,96,97,95,87,89,97,6.8*,64,80
CCOC(=O)/C(=C/O)c1c[nH]c2ccccc12,104,75,106,111,91,94,111,80,74
CC(C)C(NC(=O)C1(NC(=O)OCc2ccccc2)CCCC1)C(=O)O (configuration not stated),108,102,104,97,102,134,102,81,102
Nc1nc(N)c2[nH]c(N=Nc3ccc(N(CCO)CCO)cc3)nc2n1,95,95,105,107,104,117,110,92,103
COc1ccc(/C=C/C(=O)c2ccc(Nc3ncnc4ccccc34)cc2)cc1OC,99,76,79,89,88,.,78,71,65
CC(C)(O)CN(C(=O)c1ccc([N+](=O)[O-])cc1)C1CCCC1,106,95,99,106,88,106,105,96,93
COc1ccc(-c2nc3ccccc3c(=O)n2-c2ccc(NS(=O)(=O)C3C(=O)ON=[N+]3c3ccc(C)cc3)cc2)cc1 (configuration not stated),125,89,108,96,96,.,99,79,97
O=C1NC(=Nc2cccc(C(F)(F)F)c2)S/C1=C\c1cccs1,122,90,87,100,90,103,75,83,94
C/C(=N\NC(=O)c1ccncc1)c1cc(Cl)ccc1Cl,108,106,110,97,107,109,110,86,90
COc1ccc(-c2nc(N/N=C/c3ccccc3Br)nc(N3CCOCC3)c2C#N)cc1,115,100,73,106,99,.,41,70,100
COc1ccc(-n2c(Cn3nc(C)cc3-c3ccc(Cl)cc3)nnc2SCC(=O)Nc2ccc(S(N)(=O)=O)cc2)cc1,111,82,111,94,99,74,80,66,66
O=C(O)c1ccc(NC(=O)c2ccc(-n3c(=O)[nH]c4ccccc4c3=O)cc2)cc1,107,92,103,106,110,120,111,95,107
COc1ccc(-c2nc3ccccc3s2)cc1,115&136,88&87,92&102,93&103,97&100,94&100,76&94,52&75,89&95

# No new results follow: entries from further up.
SMILES,TK-10,CAKI-1,786-0,ACHN,SN12C,RXF 393,A498,UO-31,PC-3
CCC(=O)Cc1ccncc1,89,98,100,99,117,104,90,89,95
COc1ccccc1C(CNc1oc(-c2cccs2)nc1C#N)N(C)C (configuration not stated),100,.,94,94,100,116,97,81,93
O=S(=O)(c1cc(Br)ccc1O)c1cc(Br)ccc1O,85,80,89,95,89,97,75,81,67
N#C/C(=C/N1C(=O)/C(=C/c2ccc([N+](=O)[O-])cc2)SC1=S)c1nc2ccccc2s1,96,97,95,87,89,97,6.8*,64,80
CCOC(=O)/C(=C/O)c1c[nH]c2ccccc12,104,75,106,111,91,94,111,80,74
CC(C)C(NC(=O)C1(NC(=O)OCc2ccccc2)CCCC1)C(=O)O (configuration not stated),108,102,104,97,102,134,102,81,102
Nc1nc(N)c2[nH]c(N=Nc3ccc(N(CCO)CCO)cc3)nc2n1,95,95,105,107,104,117,110,92,103
COc1ccc(/C=C/C(=O)c2ccc(Nc3ncnc4ccccc34)cc2)cc1OC,99,76,79,89,88,.,78,71,65
CC(C)(O)CN(C(=O)c1ccc([N+](=O)[O-])cc1)C1CCCC1,106,95,99,106,88,106,105,96,93
COc1ccc(-c2nc3ccccc3c(=O)n2-c2ccc(NS(=O)(=O)C3C(=O)ON=[N+]3c3ccc(C)cc3)cc2)cc1 (configuration not stated),125,89,108,96,96,.,99,79,97
O=C1NC(=Nc2cccc(C(F)(F)F)c2)S/C1=C\c1cccs1,122,90,87,100,90,103,75,83,94
C/C(=N\NC(=O)c1ccncc1)c1cc(Cl)ccc1Cl,108,106,110,97,107,109,110,86,90
COc1ccc(-c2nc(N/N=C/c3ccccc3Br)nc(N3CCOCC3)c2C#N)cc1,115,100,73,106,99,.,41,70,100
COc1ccc(-n2c(Cn3nc(C)cc3-c3ccc(Cl)cc3)nnc2SCC(=O)Nc2ccc(S(N)(=O)=O)cc2)cc1,111,82,111,94,99,74,80,66,66
O=C(O)c1ccc(NC(=O)c2ccc(-n3c(=O)[nH]c4ccccc4c3=O)cc2)cc1,107,92,103,106,110,120,111,95,107
COc1ccc(-c2nc3ccccc3s2)cc1,115&136,88&87,92&102,93&103,97&100,94&100,76&94,52&75,89&95

# Next section:
SMILES,TK-10,CAKI-1,786-0,ACHN,SN12C,RXF 393,A498,UO-31,PC-3
CCOC(=O)COc1ccc(Cl)cc1,107,98,102,102,116,122,99,88,101
O=c1onc(-c2cc3ccccc3nc2Cl)n1-c1ccccc1,145,66,101,88,.,126,128,73,87
CC(=O)N1C(=S)NC(=O)C1Cn1c(C)nc2ccccc21 (configuration not stated),97,90,97,98,100,103,87,81,101
Cc1cc(C)c(O)c(C(C)(C)C)c1,101,98,104,107,105,103,103,100,98
CCCCCCCCN(Cc1ccccc1)CC(O)c1ccc(Cl)cc1 (configuration not stated),90,.,93,89,93,94,113,65,89
COc1ccc(/C=C/C(=O)c2ccc(NC(=O)CSc3nc(-c4cc(OC)c(OC)c(OC)c4)c(C#N)c(=O)[nH]3)cc2)cc1OC,.,99,100,100,105,128,119,103,66
Oc1ccc(CN2CCC(N3CCCCC3)CC2)c2cccnc12,-58*,44,48,8.9*,22,30,71,5.9*,18
CC(C)CCC[C@@H](C)[C@H]1CC[C@H]2[C@@H]3C/C(=N\O)C4=C[C@@H](O)CC[C@]4(C)[C@H]3CC[C@]12C,116,92,101,103,96,109,102,71,79
c1ccc2nc(Cn3c[n+](Cc4ccc5ccccc5n4)c4ccccc43)ccc2c1,.,.,67,103,23,44,51,79,15
C#CCOc1ccccc1C(Nc1ccc(C)cc1C)c1nnnn1C1CCCCC1 (configuration not stated),104,52,79,91,89,88,91,63,66
CC(C)n1cc2c(N)ncnc2n1,97,79,100,105,98,115,126,90,106
C[C@]12CCC(=O)C[C@H]1CC[C@@H]1[C@@H]2CC[C@@]2(C)[C@H]1CC[C@]2(O)C(=O)CO,131,106,105,97,101,108,97,92,102
CCCCn1c(-c2ccc(-c3nc(-c4ccc(Cl)cc4)no3)cc2)nc(-c2ccccc2)c1-c1ccccc1,126,82,82,60,83,101,89,-5.3*,70
O=C(NC(CSSCC(NC(=O)c1ccccc1)C(=O)O)C(=O)O)c1ccccc1 (configuration not stated),101,92,105,102,102,116,86,92,96
C=C1CCC2C3(C)COC(c4ccccn4)OC3CCC2(C)C1C/C=C1/C(=O)OCC1O (configuration not stated),121,108,100,101,88,114,125,98,95
Cc1nc(-c2ccccc2)ccc1-c1nnc(SCc2ccccc2)o1,127,96,106,101,97,108,80,93,98
CCCCCCCCCN(CCCCCCCCC)C(C)C(=O)c1ccc2cc(Br)c3ccccc3c2c1 (configuration not stated),94,71,90,86,80,99,97,47,75
CCCC(CCC)NC(CC)CO (configuration not stated),91,82,104,95,117,104,.,98,96
COc1ccc(C2CC(c3cc(C)ccc3C)=NN2c2ccc(S(=O)(=O)NC(=O)NCc3ccccc3)cc2)cc1 (configuration not stated),110,89,100,87,81,88,93,66,62
Cc1nn(-c2ccccc2)c2nc(Cl)c(/C=C/C(=O)c3ccc(Cl)cc3)c(-c3ccc(Cl)cc3)c12,101,103,97,105,91,118,96,92,97
O=C(CN1CCCCCC1)Nc1nc2ccc(NCc3ccc(F)cc3)cc2s1,106,73,103,92,95,104,89,76,70
N#Cc1ccc(/C=N/Nc2ncc(-c3cc4cc5c(cc4o3)OCO5)s2)cc1,107,103,90,103,98,115,91,108,99
CCC/C(=N\NC(N)=O)C(OC)OC,85,114,99,105,107,102,91,89,97
CCOC(=O)C1=C(C)NC(C)=C(C(=O)OCC)C1,101&107,98&113,87&117,105&109,109&95,103&103,112,90&99,104&82
COC(=O)c1ccc(O)c(Cl)c1,110,101,100,105,110,.,118,80,106
CS(=O)(=O)c1ccc(-c2nc3ccccn3c2/C=N/NC(N)=O)cc1,104,96,99,104,98,107,104,95,102
Cn1c(=O)c2[nH]c(CCc3nc4c([nH]3)c(=O)n(C)c(=O)n4C)nc2n(C)c1=O,98,94,105,100,100,105,104,92,92
Cc1c(C)c(C(=O)O)c(C)c(C)c1C(=O)O,120,106,.,108,106,124,.,83,96
COc1ccc(C2Nc3nc(SC)n(C)c(=O)c3N=C3c4ccccc4C(=O)C32)cc1 (configuration not stated),113,73,101,77,87,.,111,76,86
Nc1ccn(C2OC(F)(CO)C(O)C2F)c(=O)n1 (configuration not stated),76,36,11,2.4*,36,82,50,11,50
O=C(NCCNC(=O)c1cccnc1)c1cccnc1,96,95,94,104,102,111,111,94,103
O=C(Nc1ccc(Cl)cc1)OCCN(CCOC(=O)Nc1ccc(Cl)cc1)Cc1ccccc1,66,60,69,64,66,90,71,37,39
CSc1nc(=S)c2nc(SC)n(-c3ccccc3)c2[nH]1,97,91,101,102,97,108,87,84,82
O=C(Nc1cc(C(F)(F)F)cc(C(F)(F)F)c1)N1CCN(c2cc(-c3cn(-c4ccccc4)nc3-c3cccc(O)c3)ccn2)CC1,100,86,92,89,89,84,90,67,65
CCN(CC)CCCC(C)Nc1ccnc(/C=C/c2ccc(Cl)cc2)c1 (configuration not stated),-39*,18,45,35,61,-62*,22,-48*,45
COc1ccc(-c2nc(Nc3ccccc3S(N)(=O)=O)c3ccccc3n2)cc1,67,7.5*,-16*,15,26,.,92,29,56
O=C(O)c1ccc(-n2cc(CSc3nc4ccccc4c(=O)n3-c3ccccc3)nn2)cc1,102,.,109,105,99,107,117,72,91
C#CCC1(c2cccs2)NS(=O)(=O)c2ccccc21 (configuration not stated),103,91,94,101,99,115,102,78,60
Cc1ccc(S(=O)(=O)NC(=O)n2ccc3c(Cl)ccnc32)cc1,104,100,97,110,106,121,95,81,101
O=c1sc2ccccc2n1CCCl,96,102,98,103,104,110,107,77,104
O=c1[nH]c2c3cccnc3cc(-c3cccc(Cl)c3)c2c2ncccc12,95,74,93,79,.,95,100,75,76
O=C1c2cccc(O)c2C(=O)c2c(O)cccc21,92,80,88,79,101,96,91,77,79
Cc1cc(O)c(C2=NN(c3ccc(S(N)(=O)=O)cc3)C(c3cccc(O)c3)C2)cc1Cl (configuration not stated),94,60,99,79,96,77,72,73,61
Cc1cc(C(=O)Nc2ncnc3nc[nH]c23)no1,118,.,103,100,94,107,110,81,97
